Pol iota inh – qHTS for Inhibitors of Polymerase Iota; Pol iota fluorescent replication assay, 10 min; Potency, µM (series often up to 115 µM), inactives show top-dose activity, negative = inhibition, most hits filed as inhibitors; 390,000 tested, 1% active; AID 588590, 2011; also: potency is read from the fitted curve at half-maximal effect
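Fluorescent replication assay read twice, at 0 min and 10 min after adding 50 nM (final) substrate. Enzyme (10 nM) and compounds were first incubated 15 min at room temperature; enzyme-free buffer wells were negative controls.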
ERG Ets-DNA blk – qHTS for Small Molecule Inhibitors of the ERG Ets/DNA interaction | 370,000 tested, 0.028% active | fluorescence polarization, His-ERG Ets domain / labelled DNA | Potency, µM (doses to about 76.9 µM), for inactives: top-dose FP activity, negative = inhibition, usual class: inhibitors; active = well fitted inhibition curve with a large enough effect in the polarisation, with a control signal flat; inconclusive = small, poorly fitted or top-dose-only effect, or effect the other way, or a change in a side signal; inactive = no such curve, though single readings can be large or run the other way; the % refers to the polarisation;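 also: polarization taken with two DNA probes labelled with fluorescein and Texas red; potency is read from the fitted curve at half-maximal effect; % of control where 0% means no effect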
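His-tagged ERG Ets domain (1 uM in the protein solution; 300mM KCl, 50mM Tris-HCl, 1mM EDTA, 1mM DTT, pH 7.5) received compound, then a probe mix of 5 nM fluorescein-DNA and 100nM Texas-615-DNA. Fluorescence polarization was read for both dyes.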
Pol beta inh – qHTS Assay for Inhibitors of DNA Polymerase Beta; AID 485314, 2010; Pol beta primer extension/strand displacement, fluorescence kinetic; Potency, µM (highest dose often 114 µM), for the others: at the top dose activity change, negative = inhibition, actives largely listed as inhibitors; 340,000 tested, 1.3% active; also: potency is read from the fitted curve at half-maximal effect; % is scaled to controls: 0 for no effect and ±100 for the full control effect
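Human Pol beta at 10 nM; strand-displacement substrate 50 nM final. Compound exposure 15 min at room temperature before start, reaction 10 min at room temperature.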
ALOX12 inh – Primary qHTS assay for inhibitors of human arachidonate 12S-lipoxygenase (ALOX12): Round 2 | AID 1671190, 2021 | Polyunsaturated fatty acid lipoxygenase ALOX12 (Homo sapiens), P18054 | purified 12hLO, xylenol orange hydroperoxide absorbance | Potency, µM (doses to about 108 µM), for the others: at the top dose activity change, negative = inhibition, actives largely listed as inhibitors | 580,000 tested, 1.1% active; also: potency is read from the fitted curve at half-maximal effect; % is scaled to controls: 0 for no effect and ±100 for the full control effect
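Purified human 12hLO at 150 nM in 25 mM Hepes, 0.01% Triton X-100, pH 7.0, preincubated 15 min at room temperature with compound. Reaction started with 40 uM arachidonic acid, 30 min at room temperature. Hydroperoxide measured by Fe-xylenol orange, 573/405 nm absorbance ratio.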
POLK inh – qHTS for Inhibitors of Polymerase Kappa. DNA polymerase kappa (Homo sapiens), Q9UBT6. purified Pol kappa, fluorescent DNA synthesis assay, 10 min. Potency, µM (series often up to 107 µM), for inactives: top-dose activity, negative = inhibition, actives largely listed as inhibitors. 400,000 tested, 0.53% active. AID 588579, 2011; also: potency is read from the fitted curve at half-maximal effect; % is scaled to controls: 0 for no effect and ±100 for the full control effect
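First, compounds were pin-transferred onto 10 nM Pol kappa. After 15 min at room temperature, substrate was added to 50 nM final. Fluorescence was then measured kinetically at 0 and 10 min.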
TRHR agonist – qHTS for Small Molecule Agonists and Allosteric Enhancers of Human TRH Receptor: Primary Screen for Agonists; Thyrotropin-releasing hormone receptor (Homo sapiens), P34981; TRHR cells, calcium flux fluo-8, FDSS agonist mode; activation, % at 2 µM; 360,000 tested, 0.18% active; in the data active = activation above about 30%; also: 0% is about no effect
Target sequence (P34981 whole entry, looked up): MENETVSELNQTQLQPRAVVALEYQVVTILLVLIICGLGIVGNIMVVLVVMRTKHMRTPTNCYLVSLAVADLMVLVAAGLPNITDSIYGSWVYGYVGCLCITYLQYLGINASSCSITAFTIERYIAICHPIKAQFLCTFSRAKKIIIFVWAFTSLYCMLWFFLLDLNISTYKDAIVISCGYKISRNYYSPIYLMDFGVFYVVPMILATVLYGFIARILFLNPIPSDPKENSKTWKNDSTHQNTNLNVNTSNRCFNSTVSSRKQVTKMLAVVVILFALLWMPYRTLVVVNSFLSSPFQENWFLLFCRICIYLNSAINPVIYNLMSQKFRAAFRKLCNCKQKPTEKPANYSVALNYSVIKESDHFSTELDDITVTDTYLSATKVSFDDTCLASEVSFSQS
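In this calcium-flux screen, cells bearing human TRHR are dye-loaded with fluo-8, baselined for 10 cycles, then exposed to library compounds; positive kinetic calcium responses during the agonist phase mark hits, with TRH as control.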
BLM helicase inh – qHTS Assay for Inhibitors of Bloom's syndrome helicase (BLM); recombinant BLM DNA unwinding, fluorescence dequenching; Potency, µM (titrated, usually from 56.1 µM), for the others: at the highest dose activity change, negative = inhibition, hits mostly inhibitors; 350,000 tested, 0.2% active; AID 2528, 2010;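 also: potency is read from the fitted curve at half-maximal effect; plate controls were vehicle for no effect and no enzyme for full effect; nearly all actives have a fitted effect of over 35% in size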
Anesthetic bind – qHTS Assay for Identification of Novel General Anesthetics; apoferritin/1-aminoanthracene competitive binding, fluorescence; 350,000 tested, 0.074% active; Potency, µM (series often up to 77.5 µM), without a hit: top-dose activity change, negative = displacement, most hits filed as inhibitors; also: potency is read from the fitted curve at half-maximal effect; % is scaled to controls: 0 for no effect and ±100 for the full control effect; nearly all actives have a fitted effect of over 20% in size
Target sequence (P02791 2-175 limits assumed): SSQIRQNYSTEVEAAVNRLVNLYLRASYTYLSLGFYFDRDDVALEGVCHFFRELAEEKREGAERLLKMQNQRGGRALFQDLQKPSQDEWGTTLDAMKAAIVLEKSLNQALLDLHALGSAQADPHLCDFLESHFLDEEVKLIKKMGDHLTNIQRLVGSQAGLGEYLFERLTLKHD
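Apoferritin-based anesthetic binding model; compound displacement of fluorescent 1-AMA measured as endpoint fluorescence after 10 minutes at room temperature, scaled to free-ligand and complex controls.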
APE1 inh – qHTS Assay for Inhibitors of the Human Apurinic/apyrimidinic Endonuclease 1 (APE1); recombinant APE1, TAMRA/BHQ-2 abasic DNA cleavage fluorescence; Potency, µM (doses to about 65.8 µM), for inactives: at the top dose activity change, negative = inhibition, usual class: inhibitors; 350,000 tested, 0.35% active; AID 2517, 2012;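 also: potency is read from the fitted curve at half-maximal effect; plate controls were vehicle for no effect and reference inhibitor for full effect; nearly all actives have a fitted effect of over 55% in size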
Target sequence (P27695 whole entry, looked up): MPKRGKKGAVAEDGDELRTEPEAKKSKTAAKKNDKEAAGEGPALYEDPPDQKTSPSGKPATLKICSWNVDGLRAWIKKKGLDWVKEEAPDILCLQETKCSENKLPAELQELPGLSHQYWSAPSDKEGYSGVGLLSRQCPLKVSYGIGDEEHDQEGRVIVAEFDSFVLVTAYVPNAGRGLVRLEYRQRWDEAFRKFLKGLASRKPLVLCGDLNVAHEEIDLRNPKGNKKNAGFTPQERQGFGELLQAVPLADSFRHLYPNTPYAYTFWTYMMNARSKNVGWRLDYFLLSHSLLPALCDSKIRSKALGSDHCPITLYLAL
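Measures dequenching upon AP-site incision of a 5'-TAMRA/3'-BHQ-2 THF-containing duplex, 50 nM; human APE1 0.75 nM after 15 min room-temperature exposure to compound; kinetic three-point read at one-minute spacing.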
The depositor's hits bear a star; u = inconclusive; x = no result given; & = joins results of further samples; [ ] = remark or other dose. Unless noted, calls follow the shape of the dose curve; as a rule, active = well fitted curve in the direction sought with a large enough effect; inconclusive = small, poorly fitted or top-dose-only effect, or another doubt; inactive = no such curve, though single readings can be large; an effect the other way counts as inactive or inconclusive. A portion of the library. The share of hits here may be higher or lower than overall.

SMILES	Pol iota inh	ERG Ets-DNA blk	Pol beta inh	ALOX12 inh	POLK inh	TRHR agonist	BLM helicase inh	Anesthetic bind	APE1 inh
O=C(c1ccc(Cl)cc1)c1cnc(Nc2ccccc2Cl)s1	6%	-3%	26%	-14%	-8%	0.8	-6%	-14%	11%
CCOC(=O)c1csc(NC(=O)COc2ccc(Cl)cc2Cl)n1	16%	0%	1%	u	-9%	3.8	-9%	-16%	-6%
Cn1nc(C(=O)Nc2ccc(S(=O)(=O)N3CCCC3)cc2)ccc1=O	14%	0%	-11%	0%	-4%	1.0	0%	-19%	0%
Cc1nnc(NC(=O)CSCc2cc(=O)c3ccccc3[nH]2)s1	79µM*	2%	u	7%	-1%[60.1 µM]	0.2	-14%	-6%	-39%
COc1cc(NC(=O)CCc2c(C)nn(-c3ccc(N4CCOCC4)nn3)c2C)cc(OC)c1OC	21%&33%	-3%&-3%	0%&28%	9%&-3%	-11%&5%	0.9&-0.1	-1%&-1%	-1%&-10%	-5%
COc1ccccc1-c1cc(C(F)(F)F)nc(S(=O)(=O)CCCC(=O)Nc2ccc(F)c(Cl)c2)n1	13%	0%	0%	-17%	3%	0.3	-9%	-19%	x
Cc1cc(C(=O)COC(=O)c2ccc(Br)o2)c(C)n1Cc1ccco1	x	x	-18%	-10%	x	0.4	-13%	-19%	-7%
COc1ccc(CNC(=O)COC(=O)c2sccc2C)cc1OC	45%[activator]	13%	x	0%	8%	x	x	x	-9%
O=C(CCNc1n[nH]c(=O)[nH]c1=O)N/N=C/c1ccc(C(F)(F)F)cc1	14%	2%	0%	-10%	-2%	0.0	-7%	-3%	-6%
C[n+]1nc(Nc2cccc3ccccc23)sc1-c1ccc(C(=O)O)cc1	x	x	1%	x	x	0.1	-1%	4%	1%
COC(=O)Cn1c(=O)c(=O)n(CC(=O)OC)c2ccccc21	80%[activator]	-1%	-10%	56%[activator]	6%	0.0	-6%	-4%	4%
Cc1cccc(-c2nc3cc(NC(=O)C4CCCO4)ccc3o2)c1 (stereo not given)	-10%	x	35%	-8%	-4%	-1.9	4%	0%	11%
CN(C)c1ccc(-c2cncnc2NCCc2cnc[nH]2)cc1	x	x	x	1%	-4%[60.1 µM]	x	3%	x	-1%
Cc1ccc(N(CC(=O)NCc2ccc(F)cc2)C(=O)c2ccco2)cc1C	90%[activator]	-3%	1%	u	2%	-1.5	-5%	-7%	64%[activator]
O=C(Nc1ccccc1N1CCCC1)C1CCN(S(=O)(=O)c2ccc(F)cc2)CC1	-5%	x	x	u	-4%	-0.7	x	x	5%
O=S(=O)(c1ccc(Cl)nc1)N1CCc2ccccc21	1%	2%	-10%	-9%	-1%	-0.6	0%	-11%	-5%
CCCn1nnnc1NCc1ccc(OC)cc1OC	15%	-7%	9%	2%	2%	0.3	2%	0%	7%
CCS(=O)(=O)N1CCCC(C(=O)NCC2CCCO2)C1 (stereo not given)	8%	-7%	3%	0%	6%	-0.3	-2%	-3%	-2%
O=C(c1ccccc1S(=O)(=O)NCC(O)COc1ccc([N+](=O)[O-])cc1)N1CCCCC1 (stereo not given)	1%	9%	7%	0%	-3%	-0.4	1%	-20%	-1%
CC(C)CC(=O)NCCCCc1ccccc1	0%	6%	9%	-13%	1%	-0.7	4%	-4%	-3%
O=[N+]([O-])c1ccc(N2CCSCC2)cc1	28%	38%[activator]	5%	5%	-10%	-1.0	-1%	-17%	4%
CCOc1ccc(N2CC(c3nc4ccccc4n3CCCOc3ccc(OC)cc3)CC2=O)cc1 (stereo not given)	0%	-5%	16%	-16%	0%	1.0	-3%	81%[activator]	x
O=C(O)CCCCOn1ccnc1	18%	-4%	24%	-14%	1%	-0.2	-3%	-2%	-7%
CSCC[C@H](NC(=O)[C@H](CCCNC(=N)N)NC(=O)[C@H](Cc1ccc(O)cc1)NC(=O)[C@@H]1CCCN1C(=O)CNC(=O)[C@H](CCC(=O)O)NC(=O)[C@H](CC(=O)O)NC(=O)[C@H](CCCCN)NC(=O)[C@H](CCCCN)NC(=O)[C@H](CCC(=O)O)NC(=O)[C@H](C)N)C(=O)N[C@@H](CCC(=O)O)C(=O)N[C@@H](Cc1cnc[nH]1)C(=O)N[C@@H](Cc1ccccc1)C(=O)N[C@@H](CCCNC(=N)N)C(=O)N[C@@H](Cc1c[nH]c2ccccc12)C(=O)NCC(=O)N[C@@H](CO)C(=O)N1CCC[C@H]1C(=O)N1CCC[C@H]1C(=O)N[C@@H](CCCCN)C(=O)N[C@@H](CC(=O)O)C(=O)O	x	x	x	x	16%[60.1 µM]	x	5%	4%	-2%
COc1cccc(NC(=O)CN(C)CC(=O)Nc2ccc(Br)cc2)c1	144%[activator]	2%	u	415%[activator]	-13%	0.8	-18%	-7%	-5%
CCCOP(=O)(c1ccc(N(C)C)cc1)C(O)c1cc(OC)ccc1OC (stereo not given)	-13%	3%	30%	-7%	-3%	0.6	0%	-7%	17%
COc1cccc(/C=N/NC(=O)c2nnn(-c3nonc3N)c2C(C)C)c1OCc1ccc(F)cc1	-10%	11%	12%	x	-6%	1.0	-10%	-14%	13%
COC(=O)c1ccc(COc2cc([N+](=O)[O-])cc3cccnc23)cc1	-2%	0%	0%	-13%	10%	0.2	-5%	3%	u
Cc1ccc(CNc2ccc3c(c2)OCO3)c(C)c1	x	x	6%	x	x	2.6	-2%	u	3%
COc1ccccc1C1=NOC(COC(=O)c2ccc(Br)cc2)C1 (stereo not given)	5%	-4%	9%	-20%	-14%[60.1 µM]	0.7	-13%	u	-1%
CCn1c(=O)c2cc(C(=O)N(C)c3cc(Cl)c(OC)cc3OC)sc2c2ccccc21	19%	1%	40%	-8%	-1%	-0.4	-5%	-18%	x
Cc1nn(-c2ccccc2)c(C)c1C(=O)OCC(=O)N(C)c1ccccc1	15%	-8%	x	7%	0%	-0.6	x	x	8%
O=C(Nc1ccccc1)N(CCN1CCOCC1)Cc1ccccc1F	6%	-3%	-23%	5%	2%	0.0	-8%	-1%	1%
Cc1ccc(C)c(Sc2ccc(S(=O)(=O)Nc3ccc(C(=O)O)cc3)cc2)c1	0%	-6%	x	u	-1%	0.5	x	x	-10%
COC(=O)c1cc[n+](CC(=O)c2ccccc2)cc1	3%	-2%	18%	u	-6%	-0.1	-2%	-7%	u
CN1CCN(/N=C/c2nc(-c3ccccc3Cl)n3ccccc23)CC1	0%	0%	37%	-22%	-11%	-1.1	-5%	13%	18%
Cc1cc(C)c2cc(CN(CCO)C(=O)Nc3ccc(F)cc3)c(=O)[nH]c2c1	4%	12%	1%	0%	-9%	-2.4	2%	-9%	-1%
Cc1ccnc(NC(=O)c2ccc3c(c2)C(=O)N(CC2CCCO2)C3=O)c1 (stereo not given)	2%	10%	36%	22%	-3%	0.3	-1%	-17%	15%
Cc1ccc(NC2=C/C(=N/S(=O)(=O)c3cccs3)c3ccccc3C2=O)cc1C	14%	-1%	47%	-26%	-19%	1.8	-5%	-10%	-3%
CCN(CC)S(=O)(=O)c1ccc(-c2nnc(SCC(=O)N3c4ccccc4CC3C)n2CC)cc1 (stereo not given)	10%	-26%	-1%	-22%	-8%	-0.4	-1%	-5%	20%
COc1cccc(NC(=O)CN(C)C(=O)CSC(=S)N2CCCC2)c1	23%	3%	x	-27%	-8%	0.1	x	x	u
CCOc1ccc(Nc2c3ccccc3nc3ccccc23)cc1	1%	9%	20µM*	u	-16%	0.0	-4%	1%	-7%
O=S(=O)(NCCc1ccncc1)c1cc(Br)ccc1F	9%	3%	-2%	123%[activator][57.4 µM]	-7%	-0.3	-1%	u	4%
Cc1cc(C(C#N)c2ccccc2)n2ncnc2n1 (stereo not given)	-6%	-5%	3%	0%	-4%	0.0	1%	-16%	-5%
Cc1ccc(C)c(NC(=O)NCc2ccc3c(c2)CCN3C(=O)c2ccccc2)c1	-15%	3%	u	-27%	-11%[60.1 µM]	-0.5	-13%	-1%	x
Cc1ccc(Cl)cc1-n1nnc(-c2nsc(NC(=O)c3ccccc3Cl)n2)c1C	-5%	7%	-6%	-2%	-1%	0.1	-11%	-22%	x
COc1ccc(OCC(=O)Nc2ccc(S(=O)(=O)N(C)c3ccccc3)cc2)cc1	14%	-14%	-24%	-52%	-1%	0.2	-8%	35%[activator]	-5%
O=C(COC(=O)c1ccccc1)c1ccc2c(c1)OCCO2	20%	2%	x	4%	-10%	-0.4	x	x	0%
O=c1cc[nH]c(=S)[nH]1	x	x	x	u	6%[19.4 µM]	x	4%	3%	-2%

Record cards, from the list above. Order of screens: Pol iota inh, ERG Ets-DNA blk, Pol beta inh, ALOX12 inh, POLK inh, TRHR agonist, BLM helicase inh, Anesthetic bind, APE1 inh
Listed for Cc1ccc(NC2=C/C(=N/S(=O)(=O)c3cccs3)c3ccccc3C2=O)cc1C → 14%, -1%, 47%, -26%, -19%, 1.8, -5%, -10%, -3%
Listed for Cc1ccnc(NC(=O)c2ccc3c(c2)C(=O)N(CC2CCCO2)C3=O)c1 (stereo not given) → 2%, 10%, 36%, 22%, -3%, 0.3, -1%, -17%, 15%
Listed for COc1ccc(OCC(=O)Nc2ccc(S(=O)(=O)N(C)c3ccccc3)cc2)cc1 → 14%, -14%, -24%, -52%, -1%, 0.2, -8%, 35%[activator], -5%

Screening results deposited in PubChem by National Center for Advancing Translational Sciences (NCATS).
